# Assay outcomes: PubChem BioAssay, Sanford-Burnham Center for Chemical Genomics
# SENP6 inh = SENP6 protease inhibition; Recombinant SENP6 catalytic domain, aminoluciferin luminescence; Q9GZR1; actives 1.8% (n = 330,000); inhibition, % at 10 µM;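 active = inhibition above about 50% at the single tested dose, limit read from the data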;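 note: plate controls were DMSO wells with enzyme for no effect and DMSO wells lacking enzyme for full effect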
# Target sequence (Q9GZR1 628-1112 limits assumed): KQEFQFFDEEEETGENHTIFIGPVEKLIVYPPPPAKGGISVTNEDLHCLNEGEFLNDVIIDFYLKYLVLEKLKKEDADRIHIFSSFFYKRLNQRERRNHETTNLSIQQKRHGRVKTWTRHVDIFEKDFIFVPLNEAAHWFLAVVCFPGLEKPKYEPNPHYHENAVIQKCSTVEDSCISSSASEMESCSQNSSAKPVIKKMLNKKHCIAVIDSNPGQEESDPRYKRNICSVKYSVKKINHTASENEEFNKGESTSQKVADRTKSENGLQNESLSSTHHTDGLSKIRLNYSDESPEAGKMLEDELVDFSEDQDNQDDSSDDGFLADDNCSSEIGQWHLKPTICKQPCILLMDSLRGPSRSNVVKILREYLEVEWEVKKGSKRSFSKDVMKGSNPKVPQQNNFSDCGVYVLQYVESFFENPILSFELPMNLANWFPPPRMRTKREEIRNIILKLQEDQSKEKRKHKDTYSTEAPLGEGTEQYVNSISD
# PfGluPho inh = PfG6PD (Plasmodium falciparum) enzyme inhibition; PfGluPho enzyme, NADPH resazurin-diaphorase fluorescence; AID 504690; inhibition, % at 20 µM; actives 0.78% (n = 350,000);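 active = inhibition reaching at least a set limit at 20 µM in the primary screen, cut at about 59% in these data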;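 note: 0% = DMSO wells with substrate and 100% = DMSO wells lacking glucose-6-phosphate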
# SENP1 FRET inh = inhibitors of human SENP1 SUMO protease catalytic domain | AID 624204 | Q9P0U3 | actives 0.21% (n = 360,000) | recombinant SENP1 catalytic domain, CyPet-SUMO1-YPet FRET cleavage | inhibition, % at 10 µM;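 active = inhibition at least 30% at 10 µM, raw YFP signal under a set limit, fluorescence ratio 0.5 to 1.5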;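 note: 0% = enzyme with DMSO and 100% = no enzyme wells; some results filed as inactive read as strong as hits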
#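 Compound: 10 µM single point, 0.5% DMSO; Test system: hSENP1 catalytic domain, recombinant; Timing: 50 min reaction at room temperature; Technique: FRET, CFP and YFP emission; Control set: no-enzyme wells low, DMSO-plus-enzyme wells high control.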
# UBC13 polyUb = inhibitors of human UBC13 polyubiquitin chain formation; TR-FRET; inhibition, % at 20 µM; actives 0.47% (n = 330,000); AID 485273; in the data active = inhibition above about 45%, passing the limit was not always enough
# SENP8 block-1 = blocks human SENP8 cleavage of Nedd8 substrate; recombinant SENP8, Nedd8 substrate fluorescence; inhibition, % at 20 µM; actives 0.64% (n = 360,000); AID 602440; in the data active = inhibition mostly above about 40%, no sharp cut-off; inactive = mostly below about 27%
# Target sequence (Q96LD8 whole entry, looked up): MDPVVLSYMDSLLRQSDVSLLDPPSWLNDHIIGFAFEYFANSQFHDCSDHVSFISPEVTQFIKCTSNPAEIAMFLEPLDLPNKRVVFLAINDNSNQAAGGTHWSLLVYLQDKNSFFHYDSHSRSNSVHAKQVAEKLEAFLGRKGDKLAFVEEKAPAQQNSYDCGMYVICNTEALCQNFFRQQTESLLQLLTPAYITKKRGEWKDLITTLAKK
# SENP7 block = blocks the human protease SENP7; recombinant SENP7, Z-RLRGG-aminoluciferin luminescence, 40 min; AID 434973; inhibition, % at 5 µM; Q9BQF6; actives 1.5% (n = 330,000);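 active = inhibition above about 50% at the single test dose, limit read from the data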;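 note: plate controls were DMSO with enzyme for no effect and no enzyme buffer wells for full effect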
# Target sequence (Q9BQF6 706-1050 limits assumed): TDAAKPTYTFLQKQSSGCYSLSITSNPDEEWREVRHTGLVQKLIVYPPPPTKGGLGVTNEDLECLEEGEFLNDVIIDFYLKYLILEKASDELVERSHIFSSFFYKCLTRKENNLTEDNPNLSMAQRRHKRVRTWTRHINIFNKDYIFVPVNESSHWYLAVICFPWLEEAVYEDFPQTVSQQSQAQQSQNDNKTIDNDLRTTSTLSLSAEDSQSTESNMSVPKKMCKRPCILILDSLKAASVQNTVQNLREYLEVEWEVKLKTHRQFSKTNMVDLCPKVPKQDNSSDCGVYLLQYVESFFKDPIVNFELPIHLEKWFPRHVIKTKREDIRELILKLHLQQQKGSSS
# SENP8 block-2 = inhibitors of human SENP8 protease | Q96LD8 | purified SENP8, Z-RLRGG-aminoluciferin cleavage, luminescence | inhibition, % at 10 µM | actives 1.2% (n = 330,000) | AID 2540; in the data active = inhibition above about 50%
# HKDC1 inhibitor = blocks human hexokinase HKDC1 activity | recombinant HKDC1, G6PDH/diaphorase resazurin coupled fluorescence | inhibition, % at 20 µM | actives 0.16% (n = 340,000) | AID 493160;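 active = inhibition above about 35% when tested at 20 µM, limit read from the data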;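 note: plate controls were DMSO wells with enzyme for no effect and DMSO wells lacking enzyme for full effect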
#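 System: Recombinant HKDC1 hexokinase | Amount: HKDC1 at 5 µg/mL | Reagent: Glucose with 1 mM ATP | Doses: Single 20 µM dose | Incubation: Reaction time 90 min, room temperature, protected from light | Signal: Coupled resazurin fluorescence, excitation 525 nm, emission 613 nm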
# beta cell repl = induces beta-cell replication in MIN6 cells | MIN6 cells proliferation, ATPlite luminescence, 48 h; cells starved in 0.2% serum; 100% = growth in 10% serum | proliferation, % at 10 µM | AID 2380 | actives 0.29% (n = 330,000);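 active = compounds whose signal lies at least 3.5 SD above the mean of all wells on their plate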;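 note: 0% = DMSO-treated cells in low-serum medium and 100% = 10% serum control; some compounds called inactive have numbers as strong as hits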
# The depositor's hits bear a star; nt = no result given.
SMILES,SENP6 inh,PfGluPho inh,SENP1 FRET inh,UBC13 polyUb,SENP8 block-1,SENP7 block,SENP8 block-2,HKDC1 inhibitor,beta cell repl
COc1ccc(C/C(N)=N/OC(=O)c2ccc(Cl)cc2)cc1,-18,3,1,2,12,-5,-17,-2,-4
CCc1ccc(C(=O)NNC(=O)c2ccc3c(=O)n4c(nc3c2)CCC4)cc1,1,-12,-2,4,-71,-2,7,-12,0
CC(=O)Nc1cc(NC(C)=O)ncn1,23,0,3,-3,15,3,6,2,1
Cn1nc(N2CCN(S(=O)(=O)c3ccccc3)CC2)c(=O)n(C)c1=O,-1,-4,2,6,7,1,-2,2,-3
COc1ccc(C2NC(=O)c3ccccc3O2)cc1 (stereo not drawn),7,-14,2,3,-12,-8,-5,-4,-3
Cc1c(CNCCc2ccc(Cl)cc2)c(C(=O)O)c(C)n1-c1ccccc1,-20,-1,-3,-4,23,-3,-3,-3,1
CCOC(=O)C1CCN(C(=O)c2cccc(S(=O)(=O)N3CCc4ccccc43)c2)CC1,-9,18,-1,13,1,8,-3,-1,-2
O=C(NC(=S)N1CCCC(C(F)(F)F)C1)c1ccc(F)cc1 (stereo not drawn),-21,1,0,0,4,-9,-5,-2,-2
O=S(=O)(c1cccc(C(F)(F)F)c1)N1CCN(C(=S)NC2CC2)CC1,6,3,-1,2,2,4,-6,-2,2
O=C(OCCN1CCOCC1)C(c1ccccc1)c1ccccc1,-28,-7,3,-12,1,-13,-9,-5,-1
COc1ccc(CCNC(=O)C2CC3Cn4c(nc5ccccc54)C3N2C)cc1 (stereo not drawn),2,-12,2,-12,1,-3,-1,-4,-2
CC1(C)CC(=O)c2cc3c(nc2C1)CC(C)(C)CC3=O,7,5,-3,4,-1,6,0,3,-2
CN(C(=O)c1ccco1)c1nc(-c2ccc(F)cc2)cs1,18,6,1,0,16,7,-1,-4,1
O=C(N/N=C\c1ccc[nH]1)C1COc2ccccc2O1 (stereo not drawn),1,7,1,-1,16,8,2,-5,-2
Cc1cccc(CSc2nc3[nH]ncc3c(=O)[nH]2)c1,-6,-2,-21,-3,-35,-12,-21,-6,-2
Cc1sc2nc(CN3CCOCC3)nc(Cl)c2c1C,-9,0,2,0,5,8,0,2,-2
CC(=O)c1ccc(NS(=O)(=O)c2c(C)cc(C)cc2C)cc1,7,16,1,0,11,3,4,-7,2
O=C(c1ccc2c(c1)OCO2)N1CCN(S(=O)(=O)c2ccc(Br)cc2Cl)CC1,-8,0,1,-1,4,-10,-17,4,-4
CC(C)Cc1cc(CNC(=O)C2CCC(=O)N(CCc3cccc(F)c3)C2)on1 (stereo not drawn),-7,5,0,-6,6,7,-7,-1,-2
CCOC(=O)C(=O)N1CCN(c2nc(-c3ccc(Cl)cc3)cs2)CC1,-21,-6,-1,2,-3,-1,-6,3,-1
O=C(N/N=C/c1coc2ccccc2c1=O)c1cc(Br)c(O)c(Br)c1,-5,-3,0,3,-72,2,-47,18,1
Cc1cc(N2CCOCC2)cc(C)[n+]1[O-],-6,-9,4,-3,12,3,-1,-6,-2
COc1ccc(NC(=O)/C(C#N)=C/c2ccc(OCc3ccccc3F)cc2)cc1,-11,-6,2,-9,19,-12,-3,-9,-3
CCN(CCCNC(=O)c1ccc(N2CCCC2=O)cc1)c1cccc(C)c1,-6,14,3,4,9,-3,2,0,-2
CN(C)/C=N/c1ncc(C(=O)c2ccc(Cl)cc2)s1,3,-20,-39,-14,-198,4,2,-3,-3
Cc1ccc(N(CC(=O)NCCc2ccc(F)cc2)S(=O)(=O)c2ccc(Cl)c([N+](=O)[O-])c2)c(C)c1,8,22,1,2,20,1,2,-5,-6
COc1cccc(C2CCCN2Cc2nc(CCC(C)C)no2)c1 (stereo not drawn),-3,-4,-7,8,2,1,-3,1,-1
CSC1=NC(=O)/C(=C\c2cccc3ccccc23)S1,18,2,0,2,-50,-5,-3,33,-7
N/C(=N\OC(=O)Cc1ccccc1[N+](=O)[O-])c1cccc(Br)c1,11,-17,3,-3,37,-6,7,20,-3
CCCCn1c2c(c(=O)n(C)c1=O)C(c1ccc(OC)cc1)N1CCCCCC1=N2 (stereo not drawn),8,-13,2,16,-209,6,2,-1,-4

# Part of the list above in a different format.
CN(C)/C=N/c1ncc(C(=O)c2ccc(Cl)cc2)s1
  SENP6 inh: 3; PfGluPho inh: -20; SENP1 FRET inh: -39; UBC13 polyUb: -14; SENP8 block-1: -198; SENP7 block: 4; SENP8 block-2: 2; HKDC1 inhibitor: -3; beta cell repl: -3

Cc1ccc(N(CC(=O)NCCc2ccc(F)cc2)S(=O)(=O)c2ccc(Cl)c([N+](=O)[O-])c2)c(C)c1
  SENP6 inh: 8; PfGluPho inh: 22; SENP1 FRET inh: 1; UBC13 polyUb: 2; SENP8 block-1: 20; SENP7 block: 1; SENP8 block-2: 2; HKDC1 inhibitor: -5; beta cell repl: -6

COc1cccc(C2CCCN2Cc2nc(CCC(C)C)no2)c1 (stereo not drawn)
  SENP6 inh: -3; PfGluPho inh: -4; SENP1 FRET inh: -7; UBC13 polyUb: 8; SENP8 block-1: 2; SENP7 block: 1; SENP8 block-2: -3; HKDC1 inhibitor: 1; beta cell repl: -1

CSC1=NC(=O)/C(=C\c2cccc3ccccc23)S1
  SENP6 inh: 18; PfGluPho inh: 2; SENP1 FRET inh: 0; UBC13 polyUb: 2; SENP8 block-1: -50; SENP7 block: -5; SENP8 block-2: -3; HKDC1 inhibitor: 33; beta cell repl: -7

# (next part)
SMILES,SENP6 inh,PfGluPho inh,SENP1 FRET inh,UBC13 polyUb,SENP8 block-1,SENP7 block,SENP8 block-2,HKDC1 inhibitor,beta cell repl
CC(=O)C1=C(C)OC(N)=C(C#N)C1c1cccc2ccccc12 (stereo not drawn),-8,10,-22,-1,-42,1,-2,15,-3
FC(F)(F)c1cccc(NC(=S)Nc2ccc(Cl)cc2Cl)c1,-8,-4,-2,-10,8,5,-6,10,-8
COc1ccc(C(=O)N2CCN(c3ccc(C)c(C)c3)CC2)cc1OC,-5,15,-1,-1,8,3,-6,-3,1
CC(=O)Oc1ccc(-c2nc3c(C)cccc3c(=O)o2)cc1,13,-14,-1,5,8,-8,-1,4,-3
CCC1CO/C(=C(\C(Cl)=C(Cl)Cl)[N+](=O)[O-])N1 (stereo not drawn),-19,-17,1,-5,22,-3,3,-4,2
NC(=O)c1ccsc1NC(=O)COC(=O)c1cc(=O)[nH]c2ccccc12,-8,-8,1,8,-233,6,-8,3,2
CN1/C(=C/C(=O)COC(=O)C2COc3ccccc3O2)C(C)(C)c2ccccc21 (stereo not drawn),nt,22,-4,nt,-341,nt,nt,-3,nt
COc1ccccc1C(=O)NC(CCSC)C(=O)OC(C)C(=O)NC1CC1 (stereo not drawn),0,-15,3,4,11,12,-10,-5,1
CCOC(=O)c1cccc(C(=O)Nc2nc3ccc(OC)cc3s2)n1,-28,1,2,-9,-56,-15,-18,0,-5
CCC(C)NC(=O)C1=C(C)C(=O)OC12CCC(C)CC2 (stereo not drawn),-6,12,1,-11,9,-5,-3,-9,-2
COc1cc(-c2noc(C)c2/C=C/c2cccc([N+](=O)[O-])c2)cc(OC)c1OC,0,16,1,-1,31,-8,-2,-2,-7
O=C1/C(=C/c2ccccc2)CCCc2ccccc21,70*,3,0,-4,16,66*,76*,2,-3
Cc1cc(C(=O)NNC(=O)C(C)(C)Oc2ccc(Cl)cc2)c(C)o1,2,-5,-2,10,9,1,4,-5,-2
O=C(N/N=C\CCc1ccccc1)c1ccco1,-12,-3,1,-6,6,8,-4,11,-1
O=C(CN1CCN(C(=O)c2c(F)cccc2F)CC1)Nc1ccccc1F,-2,-21,-1,-7,20,0,2,0,3
Cc1ccc(S(=O)(=O)NC(C)(C)CN2CCNCC2)cc1,-5,5,0,5,11,0,-7,-2,-4
COc1cc(/C=C/[N+](=O)[O-])ccc1OC(=O)c1cc2ccccc2oc1=O,-9,23,-3,-20,-2,-13,-4,9,-4
Cc1ccn(CCC(=O)NC2CCCc3c2cnn3-c2cccc(C)c2C)n1 (stereo not drawn),1,15,0,8,11,0,2,-3,-5
CC(=O)c1ccc(CCCCc2ccc(C(C)=O)cc2)cc1,nt,13,-1,nt,-26,nt,nt,-6,nt
COCc1cc(C)nc(SCC[N+](C)(C)CC(=O)Nc2cccc(C)c2)c1C#N,-15,-1,1,-5,15,-5,-7,-6,-2
CC1CCN(C(=O)CC(NC(=O)c2ccccc2Cl)c2ccccc2)CC1 (stereo not drawn),-1,-5,-1,4,2,-7,-3,-2,-4
CCn1ncc([N+](=O)[O-])c1C(=O)NC1CCCCC1,-5,5,0,-33,27,-9,-8,-1,-3
O=C(CCS(=O)(=O)c1ccc(F)cc1)Nc1nnc(-c2ccc(F)cc2)o1,-10,-8,2,-3,2,-5,9,-7,-1
COc1cccc(CNCCc2c[nH]c3ccccc23)c1OCc1ccc(F)cc1,-5,-4,0,36,15,-3,-11,-8,-7
Cc1ccc(-n2ncc3c(NCCCn4ccnc4)ncnc32)c(C)c1,0,7,1,2,17,-1,-2,-3,1
COc1ccccc1N1C(=O)S/C(=C\c2ccc(C)s2)C1=O,3,-1,40*,-6,19,-3,-1,-7,-2
CC(OC(=O)CCCC(=O)Nc1ccccc1)C(=O)c1ccccc1 (stereo not drawn),14,4,1,5,12,5,4,-9,-5
Cc1c(OC(C(=O)O)c2ccccc2)ccc2c(-c3ccccc3)cc(=O)oc12 (stereo not drawn),-5,-31,-1,16,-84,-1,0,7,3
O=C(CN1C(=O)C(=O)N(C2CCCC2)C1=O)Nc1ccc(Cl)cc1C(F)(F)F,2,-19,1,5,8,1,5,-4,-2
COc1ccccc1N1CCN(CC(=O)Nc2ccnn2C2CCCC2)CC1,0,-1,-1,6,12,6,7,-2,1

# Part of the list above, with each value named.
SMILES: COc1cccc(CNCCc2c[nH]c3ccccc23)c1OCc1ccc(F)cc1
  SENP6 inh: -5; PfGluPho inh: -4; SENP1 FRET inh: 0; UBC13 polyUb: 36; SENP8 block-1: 15; SENP7 block: -3; SENP8 block-2: -11; HKDC1 inhibitor: -8; beta cell repl: -7
SMILES: Cc1ccc(-n2ncc3c(NCCCn4ccnc4)ncnc32)c(C)c1
  SENP6 inh: 0; PfGluPho inh: 7; SENP1 FRET inh: 1; UBC13 polyUb: 2; SENP8 block-1: 17; SENP7 block: -1; SENP8 block-2: -2; HKDC1 inhibitor: -3; beta cell repl: 1
SMILES: COc1ccccc1N1C(=O)S/C(=C\c2ccc(C)s2)C1=O
  SENP6 inh: 3; PfGluPho inh: -1; SENP1 FRET inh: 40*; UBC13 polyUb: -6; SENP8 block-1: 19; SENP7 block: -3; SENP8 block-2: -1; HKDC1 inhibitor: -7; beta cell repl: -2
SMILES: CC(OC(=O)CCCC(=O)Nc1ccccc1)C(=O)c1ccccc1 (stereo not drawn)
  SENP6 inh: 14; PfGluPho inh: 4; SENP1 FRET inh: 1; UBC13 polyUb: 5; SENP8 block-1: 12; SENP7 block: 5; SENP8 block-2: 4; HKDC1 inhibitor: -9; beta cell repl: -5
